# Assay outcomes from PubChem BioAssay.
# FBPA coupling cs: counter-screen for Giardia aldolase inhibitors: coupling enzyme system | coupling enzyme system counterscreen, AmpLite Red fluorescence | activity change, negative = inhibition, % at 58.2 µM, hits read low | actives 0.67% (n = 290,000) | AID 2472; in the data active means activity change below about -30%; further: on the % scale 0 is the no-effect control and ±100 the full control effect
#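 Counterscreen lacking aldolase: glyceraldehyde-3-phosphate coupling-enzyme reagent preincubated 10 min at RT with compound (at 57.5 uM final), then substrate/coupling system with AmpLite Red added; fluorescence read at 525/598 nm after 20 min RT.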
# PKM2 activator: increases activity of human pyruvate kinase M2; Potency, µM (top dose mostly 57.5 µM), inactives show at the highest dose activation, most hits filed as activators; purified PKM2, Kinase-Glo ATP luminescence, activation; response scale: 0% is enzyme alone, no compound; AID 1631; actives 0.34% (n = 260,000); P14618; further: potency means the concentration at half of the fitted maximal effect; on the % scale 0 is the no-effect control and ±100 the full control effect; nearly all actives have a fitted effect of over 55% in size
#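 Purified hPK-M2 (>95% pure) converted ADP (0.1 mM final) to ATP with 0.5 mM PEP in 50 mM imidazole pH7.2, KCl, MgCl2, Tween 20, BSA; 1 h at room temperature. ATP detected by Kinase-Glo luminescence.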
# USP2a inh: USP2a (human) protease inhibition. O75604. USP2 core, Ub-CHOP2 coupled fluorogenic reporter, 485/531. Potency, µM (top dose mostly 38.3 µM), without a hit: at the top dose activity change, negative = inhibition, hits mostly inhibitors. actives 0.01% (n = 330,000). AID 463254;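 further: potency means the concentration at half of the fitted maximal effect; plate controls were DMSO wells for no effect and full inhibition by NEM control for full effect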
#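 Deubiquitinase activity read as fluorescence (485/531 nm) after Ub-CHOP2 cleavage activates the enterokinase reporter on its substrate; USP2 core 10nM, Ub-CHOP2 and substrate 25nM each, 30min compound preincubation then 60min RT; data normalized to NEM, curves fitted.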
# GALK inhibitor: blocks human galactokinase activity; Purified GALK, Kinase-Glo residual ATP luminescence; actives 0.007% (n = 270,000); AID 1868; Potency, µM (doses to about 57.5 µM), for the others: at the highest dose activity change, negative = inhibition, most hits filed as inhibitors; further: potency means the concentration at half of the fitted maximal effect; on the % scale 0 is the no-effect control and ±100 the full control effect
#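 5 nM enzyme, 35 uM ATP, 100 uM galactose, 20 mM HEPES pH8.0, 5 mM MgCl2; 1 h RT; residual ATP by Kinase-Glo Plus luminescence, qHTS format.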
# Menin-MLL TR inh: menin-MLL binding inhibition, Texas Red mutant peptide. O00255. Menin + Texas Red MLL mutant peptide, fluorescence polarization. Potency, µM (doses to about 61.6 µM), for the others: top-dose FP activity change, negative = inhibition, usual class: inhibitors. actives 0.23% (n = 270,000); active means well fitted inhibition curve with a large enough effect in the polarisation, with a control signal flat, not every such curve was filed as active; inconclusive means small, poorly fitted or top-dose-only effect, or effect the other way, or a change in a side signal; inactive means no such curve, though single readings can be large or run the other way; the % refers to the polarisation; further: potency means the concentration at half of the fitted maximal effect; % of control where 0% means no effect; many of its hits are not listed in these tables
# Target sequence (O00255 whole entry, looked up): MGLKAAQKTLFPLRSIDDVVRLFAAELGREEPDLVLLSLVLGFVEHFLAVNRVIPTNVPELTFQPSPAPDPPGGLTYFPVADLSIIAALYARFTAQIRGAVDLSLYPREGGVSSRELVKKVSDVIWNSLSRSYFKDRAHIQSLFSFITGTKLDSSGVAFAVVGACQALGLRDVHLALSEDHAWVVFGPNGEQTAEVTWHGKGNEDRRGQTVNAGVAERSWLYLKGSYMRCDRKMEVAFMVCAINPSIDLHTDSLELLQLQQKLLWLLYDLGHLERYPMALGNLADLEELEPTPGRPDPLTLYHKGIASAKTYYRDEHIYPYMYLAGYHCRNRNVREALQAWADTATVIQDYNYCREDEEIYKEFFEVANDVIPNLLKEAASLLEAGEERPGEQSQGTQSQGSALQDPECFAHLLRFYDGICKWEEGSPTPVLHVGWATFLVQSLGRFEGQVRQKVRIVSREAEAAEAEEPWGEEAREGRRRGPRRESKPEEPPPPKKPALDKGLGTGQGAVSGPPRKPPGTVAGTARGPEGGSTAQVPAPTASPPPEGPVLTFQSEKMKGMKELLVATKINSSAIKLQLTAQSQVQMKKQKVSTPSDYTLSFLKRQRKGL
# hERG WT inh: inhibitors of human wildtype KCNH2 potassium channel; activity change, % at 1.84 µM; U2OS, BacMam KCNH2, thallium flux FluxOr; hits give low values; actives 0.37% (n = 340,000); Q12809;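 active means maximum activity change below -70%; inconclusive means maximum activity change between -70% and -50%; inactive means maximum activity change above -50%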; further: on the % scale 0 is the no-effect control and ±100 the full control effect
#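 U2OS cells transduced with wild-type KCNH2 virus are loaded with FluxOr dye for 45 min, and thallium flux is measured in kinetic reads before and after stimulation buffer. Rate constants are normalized to DMSO controls.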
# B2AR arrestin: beta2AR (human) beta-arrestin recruitment activity. Potency, µM (series often up to 46.1 µM), for the others: top-dose activation, most hits filed as activators. beta-arrestin recruitment to beta2AR, cell-based reporter. actives 0.02% (n = 330,000);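 further: potency means the concentration at half of the fitted maximal effect; 0% = DMSO controls and full agonism = EC100 isoproterenol or metaproterenol; nearly all actives have a fitted effect of over 65% in size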
# Target sequence (P07550 whole entry, looked up): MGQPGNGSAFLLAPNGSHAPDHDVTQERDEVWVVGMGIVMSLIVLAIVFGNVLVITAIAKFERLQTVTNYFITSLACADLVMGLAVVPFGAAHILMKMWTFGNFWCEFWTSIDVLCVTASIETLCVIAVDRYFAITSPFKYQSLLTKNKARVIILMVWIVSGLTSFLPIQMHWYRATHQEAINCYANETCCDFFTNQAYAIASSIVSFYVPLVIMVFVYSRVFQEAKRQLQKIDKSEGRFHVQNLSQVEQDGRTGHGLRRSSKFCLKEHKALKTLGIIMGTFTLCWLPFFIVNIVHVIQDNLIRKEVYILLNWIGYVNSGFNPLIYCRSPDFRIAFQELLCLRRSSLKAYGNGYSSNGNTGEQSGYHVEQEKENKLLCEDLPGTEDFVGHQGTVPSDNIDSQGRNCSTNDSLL
# TRPV1 ag: agonists of human vanilloid receptor 1 (TRPV1) | TRPV1-expressing cells, Fluo-8 calcium influx, agonist mode | activation, % at 8.33 µM | actives 0.19% (n = 320,000) | AID 540275; in the data active means activation above about 80%; inconclusive means between about 30% and that limit; further: 0% is about no effect
#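 Cells expressing TRPV1 were dye-loaded with Fluo-8 and read kinetically: 10 s baseline, 3 min after compound (agonist portion), then 2 min after EC20 capsaicin (allosteric enhancer portion). Calcium-bound dye fluorescence at 480/520 nm.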
# CXXC DNA block: MLL CXXC-DNA interaction inhibition; MLL-CXXC / FITC-HOXA9 DNA fluorescence polarization; Potency, µM (top dose mostly 115 µM), for inactives: at the top dose activity change, negative = inhibition, most hits filed as inhibitors; actives 0.037% (n = 290,000); AID 2662; active means well fitted inhibition curve with a large enough effect in the polarisation, with a control signal flat, not every such curve was filed as active; inconclusive means small, poorly fitted or top-dose-only effect, or effect the other way, or a change in a side signal; inactive means no such curve, though single readings can be large or run the other way; the % refers to the polarisation; further: potency means the concentration at half of the fitted maximal effect
#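 Purified MLL-CXXC (added from a 7 uM solution) was preincubated 5 min at ambient with pinned compounds in 50 mM Tris-HCl pH 7.5, 50 mM NaCl, 1 mM DTT, 0.05% BSA. Fluorescein-labeled HOX-A9 DNA (50 nM solution) followed, 30 min, then polarization read.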
# KCNH2 3.1 inh: KCNH2 3.1 (human) potassium channel inhibition; U2OS KCNH2 3.1, thallium flux FluxOr; hits give low values; activity change, % (tested at about 1.8 µM); actives 0.95% (n = 340,000); AID 720553;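 active means maximum activity change below -70%; inconclusive means maximum activity change from -70% to -50%; inactive means maximum activity change above -50%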;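 further: thallium influx rate constant from kinetic fluorescence after stimulation buffer; on the % scale 0 is the no-effect control and ±100 the full control effect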
#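 Normalized rate constant (relative to positive and negative DMSO controls) derived from a 2 min kinetic fluorescence read after stimulation; U2OS cells expressing the 3.1 isoform via virus at 1.77 x 10^8 /mL.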
# Giardia kill: kills Giardia lamblia; activity change, % at 7.66 µM, hits read low; actives 0.15% (n = 340,000); Giardia lamblia trophozoite viability; in the data active means activity change below about -80%; inconclusive means between about -30% and that limit;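 further: parasites exposed to compound for two days anaerobically before the ATP read; on the % scale 0 is the no-effect control and ±100 the full control effect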
#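 Trophozoite viability was measured as ATP-dependent luminescence, read 15-30 min after reagent addition. Before that, parasites at 100 cells/well were exposed to compounds for 48 h, anaerobically, at 37 deg C.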
# The depositor's hits bear a star; ? = inconclusive; nt = not tested or not shown; [ ] = another dose, or the depositor's remark. Unless noted, the call rests on the fitted dose curve; in most records, active means well fitted curve in the direction sought with a large enough effect; inconclusive means small, poorly fitted or top-dose-only effect, or another doubt; inactive means no such curve, though single readings can be large; an effect the other way counts as inactive or inconclusive. Not all compounds are listed. The share of hits here may be higher or lower than overall.
SMILES,FBPA coupling cs,PKM2 activator,USP2a inh,GALK inhibitor,Menin-MLL TR inh,hERG WT inh,B2AR arrestin,TRPV1 ag,CXXC DNA block,KCNH2 3.1 inh,Giardia kill
CCOc1cccc(C(=O)Nc2ccccc2C(=O)N2CCN(C)CC2)c1,-1,3%,1%,2%,0%,3,0.2%,-1,0%,-6,-3
O=C(C1CCN(c2ncnc3c2nc2n3CCCCC2)CC1)N1CCN(c2ccccc2F)CC1,0,nt,2%,1%,?,9,-1.1%,2,11%,20,-1
COc1ccc(-c2cc(C(=O)N3CCCC3)c3ccccc3n2)cc1OC,4,1%,-1%,-4%,-28%,-24,-0.7%,2,?,14,-2
CCc1cc2c(NCc3ccco3)ncnc2s1,-1,25%,3%,3%,2%,-5,-0.9%,7,12%,-1,16
O=C(Nc1ccc(Cl)cc1)N1CCC(c2nc(-c3ccc(F)cc3)no2)CC1,0,-6%,-6%,0%,70%[activator],17,-0.2%,?,3%,3,-3
CCOc1ccc2nc(NCCNS(=O)(=O)c3ccccc3)c(C#N)cc2c1,-20,9%,0%,3%,?,-7,0.0%,4,0%,3,4
O=C(NCc1ccco1)c1ccccc1,0,0%[11.5 µM],0%,0%,-12%,-4,-0.4%,-1,-2%,-9,-1
Cc1ccc(S(=O)(=O)Nc2cccc(C(=O)N3CCOCC3)c2)c(C)c1NS(C)(=O)=O,1,-3%[0.46 µM],1%,-3%,1%,2,-0.9%,-3,-1%,-9,-6
CC(C)c1ccc(N2C(=O)[C@@H]3Cc4ccccc4CN3C2=O)cc1,1,-11%,1%,-4%,-22%,20,0.1%,?,7%,14,2
N/C(=N\S(=O)(=O)c1ccc(Cl)cc1)N1CCOCC1,8,1%,-1%,nt,nt,-7,0.2%,0,-5%,-4,0
COc1ccccc1N1CCN(C(=O)CCc2nnc3ccc(N4CCCC4)nn23)CC1,nt,nt,4%,-3%,nt,-1,0.3%,2,-1%,-10,0
CCOC(=O)COc1ccccc1C1Nc2ccccc2C(=O)N1c1cccc(Cl)c1 (stereo not given),0,-2%,3%,-3%,nt,8,-1.1%,nt,0%,-5,-13
Cc1ccnc(NCc2ccc(Cl)cc2)c1,3,1%[11.5 µM],0%,5%,-18%,19,-0.4%,7,-2%,11,14
O=C(c1ccc2snnc2c1)N1CCN(c2ccccn2)CC1,5,-2%,-3%,4%,2%,-2,-0.3%,13,0%,-4,-11
Cc1cc(C)nc(Oc2ccc(Br)cc2Br)n1,2,2%,2%,2%,-3%,-9,0.4%,3,-3%,12,2

# Five of the entries above in order of the PKM2 activator value, highest first:
structure	PKM2 activator	GALK inhibitor	Menin-MLL TR inh	B2AR arrestin	TRPV1 ag	CXXC DNA block
CCOc1ccc2nc(NCCNS(=O)(=O)c3ccccc3)c(C#N)cc2c1	9%	3%	?	0.0%	4	0%
COc1ccc(-c2cc(C(=O)N3CCCC3)c3ccccc3n2)cc1OC	1%	-4%	-28%	-0.7%	2	?
O=C(c1ccc2snnc2c1)N1CCN(c2ccccn2)CC1	-2%	4%	2%	-0.3%	13	0%
O=C(Nc1ccc(Cl)cc1)N1CCC(c2nc(-c3ccc(F)cc3)no2)CC1	-6%	0%	70%[activator]	-0.2%	?	3%
CC(C)c1ccc(N2C(=O)[C@@H]3Cc4ccccc4CN3C2=O)cc1	-11%	-4%	-22%	0.1%	?	7%

# An excerpt from above, showing only USP2a inh.
Structure | USP2a inh
O=C(C1CCN(c2ncnc3c2nc2n3CCCCC2)CC1)N1CCN(c2ccccc2F)CC1 | 2%
COc1ccc(-c2cc(C(=O)N3CCCC3)c3ccccc3n2)cc1OC | -1%
CCc1cc2c(NCc3ccco3)ncnc2s1 | 3%

# (list continues)
SMILES,FBPA coupling cs,PKM2 activator,USP2a inh,GALK inhibitor,Menin-MLL TR inh,hERG WT inh,B2AR arrestin,TRPV1 ag,CXXC DNA block,KCNH2 3.1 inh,Giardia kill
CCn1nc(C(=O)Nc2ccc(S(=O)(=O)Nc3nccs3)cc2)c2ccccc2c1=O,4,3%,0%,-2%,23%,-10,0.1%,4,?,2,12
CCOC(=O)c1c(Nc2ccccc2N)cc(C)nc1C,-2,0%,-1%,0%,5%,1,-0.3%,-1,7%,3,-13
CCOC(=O)C1=c2/c(=C/c3ccccc3OC)c(N)c(C#N)n2C(=O)C(c2ccccc2OC)S1 (stereo not given),1,1%,7%,0%,-8%,nt,-0.2%,-1,5%,nt,nt
O=C(CCSc1nnc2ccc3ccccc3n12)Nc1ccc(F)cc1,0,15%,4%,3%,?,2,-0.1%,1,15%,-8,10
Cc1ccc(-c2nc(CS(=O)CC(=O)N3CCN(c4ncccn4)CC3)c(C)o2)cc1 (stereo not given),1,0%,2%,2%,2%[11.7 µM],13,0.2%,nt,0%,-11,17
CCOC(=O)c1c(C)[nH]c(C)c1C(=O)COC(=O)c1cccs1,nt,nt,1%,nt,nt,51,0.9%,nt,nt,6,18
O=C1C=C(c2ccc(F)cc2OCc2ccccc2)C[C@@H](c2ccc(Cl)cc2)C1,nt,nt,1%,nt,nt,11,0.1%,?,nt,-8,2
O=C(c1cccs1)N1CCN(Cc2ccccc2[N+](=O)[O-])CC1,1,-3%,1%,2%,-13%,0,-2.2%,22,3%,7,3
O=C(N/N=C/c1ccc(Cl)cc1Cl)c1ccncc1,1,-1%[11.5 µM],2%,6%,1%,-7,-0.9%,?,-9%,4,-1
Cc1ccccc1NC(=O)CSc1nnc2ccc(-c3ccccn3)nn12,nt,nt,-1%,nt,nt,2,-0.1%,-1,nt,-3,4
CCOC(=O)NC1C=CS(=O)(=O)C1 (stereo not given),0,-6%,-2%,-3%,6%,-1,12%,0,-1%,-4,-8
O=C(/C=C/c1ccco1)N/C(=C\c1ccccc1)C(=O)NCCc1nc2ccccc2[nH]1,2,-5%,1%,1%,4%,-14,-0.9%,-1,5%,-15,48[activator]
O=C(CSc1ccc(-c2nc3ccccc3[nH]2)cn1)Nc1ccc(S(=O)(=O)N2CCCC2)cc1,5,14%,1%,1%,?,0,-0.1%,10,6%,-28,-14
CCOC(=O)c1c(CSC(=N)N)n(-c2ccc(Br)cc2)c2cc(Br)c(OC(C)=O)cc12,-2,0%,1%,nt,-13%,-1,-1.9%,-1,?,-11,9
CCS(=O)(=O)Nc1ccc(-c2cc(-c3ccccc3)c3cc(C)ccc3n2)cc1,6,-25%,-16%,-2%,1%,0,-0.8%,-3,24%,-3,?
C=CCN1C(=O)/C(=C\c2ccc(Cl)cc2)N=C1SCC(=O)NC1CCCCC1,3,-7%,7%,-2%,-5%,9,-0.2%,1,2%,-28,-23
Cn1c(=O)c2c(nc(Oc3ccc4c(c3)OCO4)n2Cc2ccc(Cl)cc2)n(C)c1=O,-1,5%,1%,-2%,-26%,6,0.0%,-1,29%,22,-29
Cc1ccc(C(=O)C2CCN(CC(=O)NCc3ccc(F)cc3)CC2)cc1,1,nt,-1%,-2%,nt,18,-0.3%,?,7%,-15,-13
CC(C)n1c(-c2ccc(C(C)(C)C)cc2)n[nH]c1=S,-1,-9%,2%,-1%,3%,-12,-1.1%,?,18%,0,-2
CC1(C)Cc2c(cnn2-c2ccc(F)cc2)C(NC(=O)c2ccco2)C1 (stereo not given),nt,-5%,2%,-1%,nt,9,0.0%,13,7%,-8,-11
CC(=O)Nc1nonc1NC(=O)c1ccc(C(C)(C)C)cc1,1,0%,2%,-1%,2%,-9,-0.1%,21,3%,-10,-7
Cc1ccc(C(=O)Nc2scc(-c3ccccc3)c2C(=O)O)o1,0,-15%,2%,13%,?,-12,-0.2%,3,6%,-11,6
CC(=O)OCC[C@H](NS(=O)(=O)OCC(Cl)(Cl)Cl)c1ccccc1,-4,5%,1%,nt,-7%,nt,-1.0%,25,-1%,nt,9
CCOC(=O)c1sc(/N=C/C2=C(O)CC(C)(C)CC2=O)c(C(=O)OCC)c1C,16,-2%,2%,1%,-27%,-4,0.2%,0,4%,-23,21
CCCNC(=O)c1c(Cl)cnn1-c1ccc(C)cc1,-1,0%,1%,9%,-11%,-14,-0.2%,3,-1%,-11,-6
